High-throughput results: PubChem BioAssay, Sanford-Burnham Center for Chemical Genomics
EBI2 antag = blocks human EBI2 receptor beta-arrestin signaling. P32249. EBI2 beta-arrestin recruitment, luminescence, 7a,25-OHC stimulated. inhibition, % at 5 µM. 360,000 tested, 0.81% active. AID 651636; in the data active means inhibition above about 38%;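 further: enzyme fragment complementation signal reports receptor beta-arrestin coupling in cells; 0% = agonist plus DMSO wells and 100% = wells without agonist; some results beyond the cut were filed as inactive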
Target sequence (P32249 whole entry, looked up, the tested form may be a part): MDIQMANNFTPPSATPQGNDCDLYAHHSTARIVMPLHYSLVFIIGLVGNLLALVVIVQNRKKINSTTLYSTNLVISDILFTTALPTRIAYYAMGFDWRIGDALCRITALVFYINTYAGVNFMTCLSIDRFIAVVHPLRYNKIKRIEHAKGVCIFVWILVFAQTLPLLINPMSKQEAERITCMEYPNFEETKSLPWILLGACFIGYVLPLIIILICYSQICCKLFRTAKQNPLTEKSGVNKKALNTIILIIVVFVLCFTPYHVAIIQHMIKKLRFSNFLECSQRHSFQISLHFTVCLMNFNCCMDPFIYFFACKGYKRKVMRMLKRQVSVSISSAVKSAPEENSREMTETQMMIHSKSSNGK
SENP8 inh = inhibitors of human SENP8 protease; Q96LD8; purified SENP8, Z-RLRGG-aminoluciferin cleavage, luminescence; inhibition, % at 10 µM; 330,000 tested, 1.2% active; AID 2540
Target sequence (Q96LD8 whole entry, looked up): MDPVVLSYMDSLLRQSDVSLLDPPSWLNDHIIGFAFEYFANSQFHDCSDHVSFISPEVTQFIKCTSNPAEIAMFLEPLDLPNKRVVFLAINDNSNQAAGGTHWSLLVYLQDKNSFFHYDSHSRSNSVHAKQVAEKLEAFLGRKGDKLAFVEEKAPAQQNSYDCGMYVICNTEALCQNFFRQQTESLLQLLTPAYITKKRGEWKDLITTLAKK
CCR6 antag = blocks CCL20-driven beta-arrestin recruitment at human CCR6. P51684. 340,000 tested, 0.49% active. CHO-K1 CCR6 PathHunter beta-arrestin, luminescence, CCL20-stimulated. inhibition, % at 20 µM;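 active means compounds whose inhibition of the agonist-driven luminescence signal at 20 µM reaches about 50%, limit read from the data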;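 further: cells stimulated with CCL20 at 14 nM final; plate controls were DMSO with CCL20 for no effect and DMSO without agonist for full effect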
Apaf1 inhib = blocks human Apaf-1 apoptosome activity. O14727. reconstituted apoptosome caspase-3 activity, DEVD-Rh110 fluorescence. inhibition, % at 20 µM. 330,000 tested, 0.71% active. AID 489030; active means inhibition of at least 40% at 20 µM;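 further: plate controls were DMSO wells for no effect and DEVD-CHO caspase inhibitor wells for full effect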
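System – cell-free apoptosome with Apaf-1, procaspase-3 and caspase-9 · Buffer or medium – pH 7.5 Hepes buffer with CHAPS, BSA, DTT · Also added – cytochrome c with DEVD-Rh110 · Times – 30 min compound preincubation, 50 min activation, room temperature · Technique – Rh110 fluorescence intensity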
Gli-Sufu block = Gli-Sufu pathway antagonism; Sufu-KO-LIGHT fibroblasts, Gli luciferase reporter luminescence; inhibition, % at 5 µM; 340,000 tested, 0.74% active;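 active means inhibition above about 55%, limit read from the data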;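 further: 0% = DMSO-treated cells and 100% = wells with medium but no cells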
UBC13 polyUb = inhibitors of human UBC13 polyubiquitin chain formation | inhibition, % at 20 µM | TR-FRET | 330,000 tested, 0.47% active; in the data active means inhibition above about 45%, passing the limit was not always enough
Target sequence (P61088 whole entry, looked up): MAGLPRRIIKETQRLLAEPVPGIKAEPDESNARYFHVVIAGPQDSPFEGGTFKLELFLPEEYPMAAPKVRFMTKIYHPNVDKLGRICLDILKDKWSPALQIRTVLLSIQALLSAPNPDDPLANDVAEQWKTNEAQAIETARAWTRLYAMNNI
697 NFkB inh = inhibitors of the PMA/ionomycin-induced NF-kB reporter in 697 B cells | 330,000 tested, 0.33% active | 697 B-cell NF-kB luciferase reporter, 16 h | inhibition, % at 4 µM | AID 435022; in the data active means inhibition above about 35%
Jurkat NFkB inh = inhibitors of the PMA/ionomycin-induced NF-kB reporter in Jurkat cells. PMA/ionomycin-induced NF-kB luciferase reporter, luminescence. 330,000 tested, 0.53% active. inhibition, % at 4 µM
* = called active by the depositor; . = not tested or not shown. Unless noted, no stated cut-off is given here; in the data, active means inhibition above about 50%; inactive means the rest.

SMILES | EBI2 antag | SENP8 inh | CCR6 antag | Apaf1 inhib | Gli-Sufu block | UBC13 polyUb | 697 NFkB inh | Jurkat NFkB inh
COc1ccccc1CNC(=O)COC(=O)c1sc(C)nc1C | -7.7 | 0.7 | -1.5 | 0.8 | 23.6 | -0.8 | 9.6 | -2.8
COCCCNC(=O)COc1ccc(-c2nccc(-c3ccccn3)n2)cc1 | -20.2 | 1.4 | -18.0 | -1.4 | 10.5 | 0.0 | 53.4* | 3.0
O=C(COc1ccc2ccc(=O)oc2c1)NC(Cc1ccc(Cl)cc1)C(=O)O (stereo not drawn) | -0.8 | 3.9 | 1.7 | -10.0 | -24.3 | -21.9 | 16.4 | 4.1
O=C(COC(=O)c1ncc(Cl)c(Cl)c1Cl)NCc1cccs1 | 0.8 | -7.6 | -17.4 | 4.5 | 3.7 | 2.0 | 14.9 | 1.2
CC(=O)c1cc(C#N)c(N2CCCCC2)nc1C | -2.5 | -0.8 | -2.8 | 5.8 | -1.9 | 10.3 | 15.3 | 9.5
NS(=O)(=O)c1ccc(Nc2c([N+](=O)[O-])cncc2[N+](=O)[O-])cc1 | -3.4 | 8.2 | 7.4 | -0.7 | 1.1 | -19.2 | 26.1 | 7.5
COc1ccc(CC(=O)Nc2ncc([N+](=O)[O-])s2)cc1OC | 3.3 | 4.8 | 22.7 | 7.4 | 2.6 | -2.1 | -0.8 | -9.5
O=C(NC1CCCN(Cc2ccc(Cl)cc2)C1)c1c(F)cccc1F (stereo not drawn) | 6.6 | -14.5 | 15.1 | 0.2 | 12.6 | 4.7 | 5.2 | -5.2
COc1cccc(CNC(=O)COc2ccc(C(=O)c3ccccc3)cc2)c1 | -3.9 | -0.1 | 13.5 | 5.5 | -5.0 | 2.1 | 10.9 | 18.2
COc1cccc2c1cc1c(=O)n(CC(=O)NC3CCCCC3)nc(C)n12 | 0.7 | 0.8 | 12.3 | 9.4 | -7.2 | 18.3 | 2.1 | 4.3
CCn1c(SCC(=O)Nc2nccs2)nnc1C1CC1 | -0.5 | -4.0 | 5.2 | -9.8 | -2.8 | -2.8 | 1.0 | -4.5
O=C1CSC(c2cccnc2)N1c1ccccc1 (stereo not drawn) | -2.4 | -4.8 | 11.5 | -21.3 | 2.1 | -2.4 | 5.9 | 2.9
Cc1ccc(S(=O)(=O)c2cc(Nc3ccccc3)ccc2O)cc1 | -14.3 | 2.1 | -0.3 | 14.8 | -4.2 | -8.1 | -4.7 | 12.8
O=C(NC(Cc1ccccc1)C(=O)N1CCc2ccccc2C1)c1ccccc1 (stereo not drawn) | 10.7 | -12.4 | 7.0 | 16.1 | -14.7 | -3.5 | -2.5 | -4.2
Cc1cc(Cl)ccc1NC(=S)NC1CCCC1 | -1.8 | -0.5 | -1.4 | -42.3 | -14.8 | -17.1 | -16.2 | -8.7

Limited to EBI2 antag, CCR6 antag and Apaf1 inhib (4 entries from above):
SMILES | EBI2 antag | CCR6 antag | Apaf1 inhib
NS(=O)(=O)c1ccc(Nc2c([N+](=O)[O-])cncc2[N+](=O)[O-])cc1 | -3.4 | 7.4 | -0.7
COc1ccc(CC(=O)Nc2ncc([N+](=O)[O-])s2)cc1OC | 3.3 | 22.7 | 7.4
O=C(NC1CCCN(Cc2ccc(Cl)cc2)C1)c1c(F)cccc1F (stereo not drawn) | 6.6 | 15.1 | 0.2
COc1cccc(CNC(=O)COc2ccc(C(=O)c3ccccc3)cc2)c1 | -3.9 | 13.5 | 5.5

(cont.)
SMILES | EBI2 antag | SENP8 inh | CCR6 antag | Apaf1 inhib | Gli-Sufu block | UBC13 polyUb | 697 NFkB inh | Jurkat NFkB inh
Cn1c(=O)c2c(SCC(=O)Nc3ccccc3F)nc(C3CC3)nc2n(C)c1=O | 5.5 | -1.5 | 15.0 | -4.6 | 13.7 | 1.8 | -21.4 | 1.1
CCOc1cc(Br)c(/C=C2/C(=O)N(C)C(=S)N2CC(=O)OC)cc1OC | 10.4 | -4.0 | 25.2 | -0.1 | 2.2 | 3.7 | -11.6 | 0.9
O=C(CCn1nc(-c2ccccc2)ccc1=O)NCCCN1CCCCCC1 | 8.7 | -2.7 | -5.3 | 6.8 | 11.0 | 18.0 | 18.2 | 0.2
CC(C)N(C(=O)CSc1nnc(NC(=O)c2cccs2)s1)C(C)C | -5.0 | -5.9 | -0.6 | 1.9 | -3.5 | 10.6 | 0.1 | -0.2
CC1CCCC(NC(=O)CSc2ncnc3ccccc23)C1C (stereo not drawn) | 9.7 | -1.3 | 14.1 | -1.0 | -0.1 | 45.8* | -4.5 | 8.6
O=C(NCCCN1CCCC1=O)c1ccc(NS(=O)(=O)c2ccccc2)cc1 | -5.7 | -1.1 | -3.4 | -4.8 | 15.2 | -0.6 | 7.1 | 7.6
Clc1ccccc1CSc1nncn1NC/C=C/c1ccccc1 | 6.3 | -12.3 | 24.8 | 15.1 | -1.7 | 20.8 | -20.5 | 15.7
CC(NC(=O)NC1CCCCC1)c1ccc2c(c1)OCO2 (stereo not drawn) | -28.9 | 1.6 | 4.0 | -0.4 | 0.2 | -4.6 | -1.1 | -16.7
CC1(C)Cc2c(cnn2-c2cccc(F)c2)C(NC(=O)Cn2cccn2)C1 (stereo not drawn) | 0.8 | 0.2 | 1.4 | -9.4 | -4.5 | 12.9 | 19.1 | 12.1
COc1ccccc1C(c1nnnn1Cc1ccccc1)N1CCN(C2CCCC2)CC1 (stereo not drawn) | -2.5 | 1.5 | 4.9 | -5.2 | 3.3 | 0.6 | 4.6 | 3.7
COc1ccc(OC)c2nc3c(cc12)CCC3 | 1.2 | -4.8 | 11.4 | 7.0 | 16.3 | 2.4 | -8.5 | -1.7
CC(C)CNC(=S)NC(=O)c1ccc(Cl)cc1Cl | -0.5 | -12.8 | 23.5 | -15.5 | -34.1 | 1.9 | -40.1 | -6.0
O=C1c2ccccc2C(=O)N1c1cccnc1 | -0.8 | -7.6 | 3.4 | -3.7 | 6.5 | -7.9 | 45.4* | 53.0*
O=C(Nc1ccc(Cl)c(Cl)c1)N1CC=CCC1 | 6.4 | 15.3 | 24.0 | 3.2 | -61.0 | -0.5 | -100.9 | -59.4
Cc1ccc(C)c(N2CCN(S(=O)(=O)c3ccc4c(c3)CC(=O)N4C)CC2)c1 | -7.3 | -0.4 | 20.2 | 13.3 | -6.7 | -4.5 | 0.9 | 16.2
C/C(=N\NS(=O)(=O)c1ccc(Br)cc1)c1ccc2c(c1)OCO2 | 1.8 | -0.2 | 2.3 | 7.7 | -9.7 | -12.5 | -18.1 | -4.3
CC(C)(O)C#Cc1ccc(CNC[C@H]2O[C@@H](n3cnc4c(N)ncnc43)[C@H](O)[C@@H]2O)s1 | -6.9 | . | 22.4 | 4.7 | -1.2 | . | 21.2 | .
CCn1nc(NS(=O)(=O)c2ccc(NC(C)=O)cc2)c2cc3cc(C)ccc3nc21 | 1.9 | -2.4 | -0.5 | 3.0 | -20.5 | -13.0 | -16.7 | -2.8
COc1ccc(-c2noc(CCC(=O)N(C)c3cccc(C)c3)n2)cc1 | 7.7 | 2.1 | 11.2 | 1.7 | 1.0 | 5.2 | 9.3 | 8.8
C=CCn1nnnc1SCC(=O)Nc1ccccc1C(=O)OC | -1.1 | 2.6 | 13.8 | -17.3 | -30.2 | 15.2 | -12.2 | -5.5
Cc1cc(C)c(NC(=O)CN(C2CCCCC2)C2CCCCC2)c(C)c1 | 25.4 | -15.0 | 15.7 | 1.7 | 19.9 | -4.9 | -1.0 | -12.9
O=C(O)c1ccc2c(c1)C(=O)N(NC(=O)c1ccccc1)C2=O | -6.1 | 4.8 | -9.0 | -10.0 | 25.6 | 2.4 | 13.7 | -4.5
CC1CCc2c(sc(NC(=O)COC(=O)c3ccccc3NCc3ccco3)c2C#N)C1 (stereo not drawn) | 6.6 | -0.9 | 11.0 | 8.8 | -2.3 | 2.8 | 14.2 | 17.7
CCC(=O)NNc1cc(=O)c2c(=O)n(C)c(=O)n(C)c2[nH]1 | 0.7 | 2.5 | -14.0 | -0.3 | 10.3 | 2.2 | -4.4 | -6.3
Cc1ccc(C(=O)NCC(=O)OCC(=O)Nc2ncc(C(F)(F)F)cc2Cl)cc1 | -3.9 | 4.0 | 0.0 | -1.3 | 5.5 | 2.3 | 5.8 | -1.5
O=C(NCC(c1ccco1)N1CCN(c2ccc(F)cc2)CC1)c1cccs1 (stereo not drawn) | 1.0 | -6.4 | 8.5 | 17.1 | 4.2 | -5.8 | -18.5 | 0.4
Cc1cc(NC(=O)CCSc2ccc(Cl)cc2)no1 | -9.8 | -4.2 | 7.4 | -0.3 | -4.3 | 9.2 | 9.6 | -11.6
CCOc1ccc(NC(=O)c2ccccc2NC(=O)c2cccnc2)cc1 | 10.3 | -3.2 | 19.9 | -6.5 | 1.5 | 12.3 | 24.6 | 3.6
O=C(CCCN1C(=O)S/C(=C\c2ccccc2)C1=O)NNC(=O)c1ccccc1O | 3.3 | -10.7 | -7.8 | 6.8 | 35.7 | -5.8 | 67.4* | -2.1
CC(C)C[C@H](NC(=O)N1CCn2c1nc1ccccc12)C(=O)NC1CC1 | -12.3 | -13.9 | 13.3 | 3.2 | 46.9 | -5.0 | -1.3 | -1.0
CCOC(=O)c1cnc2c(C(F)(F)F)cccc2c1N1CCN(C)CC1 | -8.3 | 9.1 | 10.0 | 0.7 | 12.2 | 2.3 | -2.2 | -4.9
COc1ccc(C)cc1N(CC(=O)Nc1ccc(S(=O)(=O)N2CCOCC2)cc1)S(C)(=O)=O | -1.3 | 0.8 | -12.6 | 0.0 | 7.6 | 6.3 | 15.0 | 0.4
Cc1nn(C(C)C(=O)NCc2ccccc2Cl)c(=O)c2c1sc1ccccc12 (stereo not drawn) | 6.3 | 3.4 | 11.8 | 9.6 | 3.5 | 8.7 | -0.7 | -0.1
Cc1ccc(-c2nnn(CC(=O)N(c3ccccc3)C(C(=O)NCC3CCCO3)c3cccs3)n2)o1 (stereo not drawn) | 1.0 | 3.6 | 13.6 | -2.6 | 10.4 | -8.4 | 5.5 | 12.9
Clc1ccccc1OCc1nc(-c2ccncc2)no1 | 2.6 | -2.0 | -8.6 | 1.6 | -80.1 | 7.7 | -106.7 | -86.3
Cc1nnc(NC(=O)c2ccccc2Oc2ccccc2)s1 | -0.2 | 2.4 | 8.7 | -7.2 | -2.9 | 6.3 | 2.1 | 2.2
CC(C)C(=O)NNC(=O)c1csc(CS(=O)(=O)c2ccc(Cl)cc2)n1 | -30.9 | 3.3 | 12.2 | -3.1 | 0.2 | -0.6 | -22.5 | -16.1
O=C(CCn1nc(-c2ccccc2)c2ccccc2c1=O)NCC1CCCO1 (stereo not drawn) | -6.7 | 5.1 | 2.2 | -2.3 | 4.7 | -5.0 | -17.9 | 11.3
CCN1CCN(CCCNC(=O)CCC(=O)N2CC(C)Oc3ccc(C)cc32)CC1 (stereo not drawn) | -10.5 | 0.1 | 8.6 | 1.8 | -6.6 | 5.2 | 0.4 | 3.9
Cc1ccc(C)c(NC(=O)CS(=O)(=O)c2c[nH]c3ccccc23)c1 | -13.5 | -2.4 | 5.2 | 15.6 | -0.8 | -2.0 | -27.2 | 5.3
O=C(CSc1ncnc2c1cnn2-c1cccc(Cl)c1)NCC1CCCO1 (stereo not drawn) | -0.9 | 87.4* | 17.5 | 15.8 | -4.8 | 4.9 | 13.6 | 3.1
CCn1c(C)nc2cc(-c3nnc(-c4c(-c5ccccc5)noc4C)o3)ccc21 | 29.7 | -1.4 | -24.4 | -1.9 | 70.2* | 8.6 | 1.6 | -0.2
CCCCCn1cnc2sc(-c3ccccc3)cc2c1=O | 18.1 | -10.6 | 0.7 | 6.6 | -97.7 | 16.2 | -132.5 | -97.1
Cc1ccc(/C=C2/N=C(c3ccccc3)NNC2=O)cc1 | 4.3 | -1.7 | 4.1 | 4.2 | 0.9 | -0.1 | -6.2 | 7.4
Cc1nn(Cc2ccccc2Cl)c(C)c1NC(=O)/C=C/c1cnn(C)c1 | 1.4 | 0.5 | 2.2 | -16.8 | 3.6 | -2.4 | 14.9 | -1.8

The list is partial; count on the stated rates, not on these rows.
